# Screening data (PubChem BioAssay)
# Statin myotox sup – protects C2C12 myotubes from simvastatin toxicity | ATP luminescence, 48 h; scaled: DMSO 0, geranylgeraniol control 100 | rescue of ATP level, % at 7.49 µM | 330,000 compounds, 0.78% hits;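 active = mean ATP rescue above about 67%, or every replicate alone reaching that limit, limit read from the data, passing the limit was not always enough; inconclusive = no clear call, values can overlap the other calls; inactive = mean under the limit and some replicate under it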;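 note: myotubes were challenged with 10 µM simvastatin during compound exposure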
# miR-122 sensor – inhibitors of miR-122 in Huh7 cells; Huh7 miR-122 Renilla luciferase sensor, 48 h; neutral wells = 0, positive control = 100; activation (reporter increase), % at 12.5 µM; 340,000 compounds, 0.3% hits; AID 602342;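 active = mean replicate activation score at least 90 and every replicate individually at or above 90; inconclusive = only one of the two criteria met; inactive = neither criterion met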;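 note: higher luciferase means less miR-122 activity so hits act as miR-122 inhibitors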
# ERp5 block – inhibitors of human ERp5; Q15084; ERp5 insulin aggregation, absorbance 650 nm, 90 min; inhibition, % at 9.99 µM; 350,000 compounds, 0.05% hits; AID 651711;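 active = mean replicate inhibition above about 25%, with every replicate also reaching it, limit read from the data, passing the limit was not always enough; inconclusive = only one of those two criteria met; inactive = neither criterion met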
# Target sequence (Q15084 whole entry, looked up): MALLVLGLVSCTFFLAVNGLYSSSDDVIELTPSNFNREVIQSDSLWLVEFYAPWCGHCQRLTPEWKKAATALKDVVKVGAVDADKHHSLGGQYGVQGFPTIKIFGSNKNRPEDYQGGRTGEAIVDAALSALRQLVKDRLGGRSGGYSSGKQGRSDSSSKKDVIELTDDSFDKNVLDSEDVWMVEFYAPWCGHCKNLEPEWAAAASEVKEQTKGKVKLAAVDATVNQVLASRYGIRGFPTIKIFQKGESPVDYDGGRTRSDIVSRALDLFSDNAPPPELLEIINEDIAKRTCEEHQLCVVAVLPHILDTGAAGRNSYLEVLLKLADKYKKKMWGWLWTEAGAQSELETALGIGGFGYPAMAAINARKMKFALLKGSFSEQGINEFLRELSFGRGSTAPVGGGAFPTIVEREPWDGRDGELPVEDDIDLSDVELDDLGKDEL
# ARNT-TACC3 inh – disruptors of human ARNT/TACC3 interaction. AlphaScreen His-ARNT PAS-B/GST-TACC3 binding, luminescence; TACC3 fragment carries E629A point mutation. inhibition, % at 9.99 µM. 390,000 compounds, 0.66% hits. AID 623870;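 active = mean inhibition of replicates at least 50% and at least half of replicates each reaching 50%; inconclusive = half or more replicates reach 50% but mean below 50%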;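 note: 0% = complete ARNT plus TACC3 wells and 100% = ARNT alone without TACC3; many hits fall short of the cut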
# SIRT5 block – sirtuin-5 (human) deacylase inhibition; AID 652115; inhibition, % at 15 µM; Q9NXA8; 330,000 compounds, 1.1% hits; Purified SirT5, succinyl-peptide AMC, trypsin-coupled fluorescence; in the data active = inhibition above about 15%; inconclusive = no clear call, values can overlap the other calls
# Target sequence (Q9NXA8 whole entry, looked up): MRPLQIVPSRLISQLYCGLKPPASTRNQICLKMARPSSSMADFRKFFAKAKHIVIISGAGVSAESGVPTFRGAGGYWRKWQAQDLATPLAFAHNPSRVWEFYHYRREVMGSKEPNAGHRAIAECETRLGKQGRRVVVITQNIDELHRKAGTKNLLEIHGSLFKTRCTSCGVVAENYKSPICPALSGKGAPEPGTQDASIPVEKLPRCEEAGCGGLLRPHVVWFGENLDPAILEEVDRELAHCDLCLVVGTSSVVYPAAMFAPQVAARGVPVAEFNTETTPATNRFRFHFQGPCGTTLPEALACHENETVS
# esBAF inh – SWI/SNF esBAF complex inhibition; 350,000 compounds, 2% hits; mouse ES cells, Bmi1-luciferase knock-in reporter, 24 h; 100% = twice the neutral-well signal; reporter increase, % at 12.5 µM; in the data active = activation above about 40%; inconclusive = no clear call, values can overlap the other calls;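 note: 0% = median of the plate's neutral control wells and 100% = double that signal; a rise in the Bmi1 reporter signal indicates esBAF inhibition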
# Cneo AK release – Cryptococcus neoformans lysis via adenylate kinase release; C. neoformans lysis, adenylate kinase release luminescence, 4 h; normalised: neutral wells 0, clomiphene wells 100; lysis activity, % at 15 µM; 360,000 compounds, 0.2% hits; AID 651654;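 active = mean lysis activity across replicates of at least 80%, whatever share of replicates individually reach that level; inactive = mean lysis activity below 80%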
#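 Material – log-phase Cryptococcus neoformans yeast cells · Input – 5 × 10^6 yeast cells/mL · Medium – fresh YPD growth medium · Doses – single compound concentration per well · Timing – static 4 h at 37 °C with compound, 1 h detection · Detection – adenylate kinase release luminescence · Read-out – signal increase indicating cell lysis · Control set – Clomiphene as positive lysis control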
# Starred values were filed as active, the others as inactive; ? = inconclusive; / = not tested or not shown; [ ] = another dose, or the depositor's remark.
Molecule	miR-122 sensor	SIRT5 block	ERp5 block	ARNT-TACC3 inh	Cneo AK release	Statin myotox sup	esBAF inh
Cc1ccc(CNC(=O)C2CCN(S(=O)(=O)N3CC(C)CC(C)C3)CC2)cc1 (stereo not drawn)	0	2	-2	0	-5	-5	0
CC(=O)Nc1c(O)nc(SCC(=O)N2CCN(c3ccc(F)cc3)CC2)[nH]c1=O	-5	/	/	6	0	14	-3
COc1ccc(S(=O)(=O)N(C)C[C@@H]2Oc3ccc(NC(=O)NC4CCCCC4)cc3C(=O)N([C@@H](C)CO)C[C@H]2C)cc1	-2[16.7 µM]	-1	-4	0	9	-19	3
N#C[C@H]1[C@@H](c2ccc(-c3ccccc3)cc2)[C@@H](CO)N1C(=O)Cc1ccncc1	/	-1	5	0	-3	11	12
Cc1ccc(C(=O)O)cc1-c1ccc(/C=C2/NC(=O)N(c3ccccc3)C2=O)o1	-4	/	/	-7	0	9	-9
Cc1cc(NC(=O)C(C)SCC(=O)OCc2c(Cl)cccc2Cl)no1 (stereo not drawn)	/	0	1	-3	9	0	-1
S=C(N/N=C/c1cccc2ccccc12)Nc1cccc(Cl)c1	3	-5	-1	2	0	-11	-7
Cc1cccc(NC(=O)Cn2nnc3ccccc32)c1	-2	2	-5	-3	2	-3	63*
CCS(=O)(=O)N1CCC(C(=O)c2ccc(Cl)cc2)CC1	3	/	/	-6	-1	-16	2
CCCCNC(=O)N(O)C1N(/N=C/c2ccc(N(C)C)cc2)C(=S)SC1(C)C (stereo not drawn)	79	0	-5	0	0	0	2
Cc1ccc(N2CC(C(=O)NCc3nnnn3-c3ccc(C)c(C)c3)CC2=O)cc1 (stereo not drawn)	/	-1	7	-8	4	30	3
COc1cc2c(O)c3c(c(-c4ccc5c(c4)OCO5)c2cc1OC)C(=O)OC3	/	/	/	-5	-1	-318	-48
CO[C@H]1CN(C)C(=O)c2ccc(NC(=O)c3ccc(F)cc3)cc2OC[C@@H](C)N(C(=O)CC2CC2)C[C@@H]1C	/	11	3	-3	-3	-11	4
Cn1cccc1/C=C(\C#N)c1ccccc1	-7	2	1	-4	1	2	7
COc1ccccc1NC(=O)COC(=O)C1CC(=O)N(c2ccc3c(c2)OCCO3)C1 (stereo not drawn)	/	2	5	-1	5	1	-21
CCCC(=O)N1CCN(c2ccc(NC(=O)c3ccc4c(c3)OCCO4)cc2)CC1	-3	-3	3	33	3	-3	-5
CCOc1cc(/C=N/NC(=O)C(=O)NC)cc(Br)c1O	1	/	/	-3	1	-9	4
O=C(COC(=O)c1ccc(Br)o1)Nc1ccc2[nH]c(=O)[nH]c2c1	0	-2	/	-4	1	9	-9
COC1=CC(=O)c2ccccc2C1=O	8	/	/	0	-5	-68	-11
COc1cc(OC)c(OC)cc1CN1CCCC(C(=O)N2CCCCC2)C1 (stereo not drawn)	2	/	/	-7	0	-8	3
COc1cc(CNC(=O)CCC(=O)N2C[C@H]3C[C@H](C2)c2cccc(=O)n2C3)cc(OC)c1OC	1	/	-1	-10	0	7	-5
CC(C)Cc1nnc(NC(=O)c2ccc(N3CCCC3=O)cc2)s1	-2	-1	2	-24	-2	-8	20
COc1cccc(OC)c1C(=O)Nc1nc2cc3c(cc2s1)OCO3	6	-4	4	-3	/	-10	-8
COc1ccc(-c2csc(NC(=S)NC(=O)c3cccs3)n2)cc1OC	11	0	5	-6	/	/	/
COc1ccc(-c2c(C#N)c(C)nc3c2C(=O)c2ccccc2-3)cc1	-3	/	/	-16	-6	/	/
CC1=NN(c2ccccc2)C(=O)/C1=C/c1ccc(Cl)cc1	5	-5	-1	-10	-2	-17	-3
O=C(c1ccccc1)c1ccc(Oc2ccc([N+](=O)[O-])cc2[N+](=O)[O-])cc1	/	-1	2	-15	-1	2	-2
CCn1c(SCC(=O)N2CCCc3ccccc32)nnc1-c1ccoc1C	-7	/	/	/	3	5	-2
O=C(Nc1ccc(NC(=O)c2cccs2)cc1Cl)c1ccco1	/	-2	0	-3	/	/	/
Cc1ccc(OCCN2C(=O)OC(C)(C)C2(C)O)cc1 (stereo not drawn)	-3	/	/	-1	5	/	-3
COc1ccc(NC(=O)CN(C)C(=O)CCc2ccccc2)cc1	/	-1	1	-2	0	-2	-6
NCC[C@@H]1CC[C@H](NC(=O)CCN2CCCCC2)[C@H](CO)O1	/	-2	4	-5	4	2	-4
CCCCC(CC)C(=O)Nc1cc(C(=O)NCc2ccc(C)cc2)ccc1N1CCC2(CC1)CC(c1cccc(Br)c1)=NO2 (stereo not drawn)	8	-30	-1	-2	-1	-4	4
CCNC(=O)NCCc1c[nH]c2ccc(Cl)cc12	0	/	/	1	-1	0	36
Cn1c(=O)oc2cc(S(=O)(=O)N3CCN(Cc4ccc5c(c4)OCO5)CC3)ccc21	-2	-4	-8	-3	0	11	-4
O=C(Cn1nc(-c2ccccc2)c2ccccc2c1=O)NCCN1CCOCC1	-3	/	/	4	0	/	2
Cc1ccc(NC(=O)CSc2nnc(CNC(=O)c3ccccc3F)o2)cc1	10	-1	-6	-3	-1	/	/
CCOC(=O)c1c(C)[nH]c(C)c1S(=O)(=O)NCCc1sccc1C	-16	0	/	-2	-10	-8	0
Cc1cccc(C)c1N1C(=O)c2ccccc2C1=O	/	-3	2	-2	/	/	/
O=C(NCc1cccc(Cl)c1)c1cccc(C(F)(F)F)c1	0	-3	5	-13	-2	-20	-4
COc1ccc([C@H]2N[C@]3(CCCN(Cc4ccc(C(F)(F)F)cc4)C3=O)[C@H]3C(=O)N(Cc4ccccc4)C(=O)[C@@H]23)cc1	-5	2	-2	/	0	7	2
O=C(Nc1ccccc1Oc1ccccc1)[C@@H]1O[C@H](CO)[C@H](O)[C@H](O)[C@H]1O	-4	-3	-4	/	-1	17	2
CCCCCOC(=O)CCN1C(=O)/C(=C2\SC(=S)N(CCC(=O)OCCCCC)C2=O)SC1=S	-1	-4	3	1	5	/	/
COC(=O)c1cc(S(=O)(=O)N(C)C2CCCCC2)oc1C	-1	-1	2	/	0	/	/
COc1ccc(C(C)=O)cc1CC1(C)C(=O)Nc2ccc(-c3ccccc3OC)cc21 (stereo not drawn)	-6	15	4	/	-1	0	4
COc1ccccc1C(=O)NC1CCCc2ccccc21 (stereo not drawn)	11	0	4	-7	/	5	-2
O=C(NC1Cc2ccccc2C1)[C@@H]1[C@@H](CO)[C@@H]2Cn3c(cccc3=O)[C@@H]2N1C(=O)C1CCC1	10[16.7 µM]	1	3	10	-3	-13	1
COCCCNCc1cc(C)n(-c2cc(S(=O)(=O)N3CCOCC3)ccc2N2CCCC2)c1C	-6	-2	1	0	-1	-8	3
COC(=O)c1nc(NC(=O)c2ccccc2Br)n[nH]1	-5	-1	-3	-5	/	-3	-7
Cc1cc(C)nc(NC(=O)NC(=O)c2ccccc2)n1	25	-3	0	-1	-2	0	-1
COc1ccc(NC(=O)CSc2nnc(C3CC3)n2C)cc1	/	-2	5	17	/	/	/
O=C(COC(=O)CCC1CCCC1)Nc1cccc(S(=O)(=O)N2CCOCC2)c1	-8	4	8	-6	14	-6	/
Cc1noc(NS(=O)(=O)c2ccc(N/C=C/C(=O)c3ccncc3)cc2)c1C	-8	/	/	13	/	9	-7
C[C@@H]1CCCCO[C@@H](CN(C)C(=O)Nc2ccc3c(c2)OCO3)[C@H](C)CN([C@H](C)CO)C(=O)c2cc(NS(=O)(=O)c3ccc(Cl)cc3)ccc2O1	-19[16.7 µM]	4	1	-3	3	/	11
Cc1occc1C(=O)Nc1cc(S(=O)(=O)N2CCOCC2)ccc1OC(C)C	-2	0	1	/	0	-2	5
O=[N+]([O-])c1cccc(N=NNc2cccc([N+](=O)[O-])c2)c1	/	-1	0	/	-2	/	/
O=C1CCCN1c1ccc(S(=O)(=O)NCc2ccco2)cc1	2	/	/	/	3	1	-9
O=C(Cn1cnc2ccccc2c1=O)Nc1ccc2c(c1)OCCO2	-27	/	/	-3	-3	-1	?
CO[C@@H]1CN(C)C(=O)c2ccc(NC(=O)C3CC3)cc2OC[C@H](C)N(C)C[C@H]1C	/	-6	-6	-3	-21	3	1
CN(C)CCCNC(=O)C[C@H]1CC[C@@H]2[C@H](COc3ccc(NC(=O)c4cccc(F)c4)cc3C(=O)N2C)O1	-8[16.7 µM]	-1	-2	-2	-2	-10	4

# Later entries:
Molecule	miR-122 sensor	SIRT5 block	ERp5 block	ARNT-TACC3 inh	Cneo AK release	Statin myotox sup	esBAF inh
C#Cc1ccc([C@@H]2C=C(C(=O)N3CCN(Cc4ccc5c(c4)OCO5)CC3)O[C@H](OCCCCO)C2)cc1	/	-14	-4	0	-2	0	-9
C[C@H](CO)N1C[C@H](C)[C@H](CN(C)C(=O)Nc2ccc(F)cc2)OCc2ccccc2-c2ccccc2C1=O	/	4	-1	0	52	11	2
COC(=O)c1sccc1NC(=O)C12CC3CC(CC(C3)C1)C2	-4	/	/	-6	/	-3	17
O=C(NCC(=O)N(CCN1CCOCC1)C(C(=O)NC1CCCC1)c1cccs1)c1ccco1 (stereo not drawn)	-3	/	/	-1	0	3	1
O=C(C[C@H]1C[C@H]2c3cc(NC(=O)C4CCC4)ccc3O[C@H]2[C@H](CO)O1)NCc1ccccc1F	0[16.7 µM]	-1	1	-9	5	-3	-5
CC(C)(C)C(=O)/C=C(N)/C=C/c1ccccc1	19	/	/	0	0	-9	57*
C[C@H](CO)N1C[C@H](C)[C@@H](CN(C)C(=O)CN2CCOCC2)Oc2ncc(C#CCN(C)C)cc2C1=O	-3[16.7 µM]	/	1	-17	0	-9	0
CCc1ccc(C(=O)Nc2cccc(-c3nn[nH]n3)c2)s1	-2	1	-5	2	-37	-5	-3
Cc1ccc(S(=O)(=O)N2CCOC2CNC(=O)C(=O)NCCCc2ccccc2)cc1 (stereo not drawn)	-10	-1	0	-4	3	-2	-5
COc1ccc(S(=O)(=O)Nc2ccc3c(c2)C(=O)N([C@@H](C)CO)C[C@H](C)[C@@H](CN(C)S(=O)(=O)c2ccc(OC)cc2)O3)cc1	74[16.7 µM]	-1	9	14	0	-26	-5
O=C(CSc1nc2ncccc2[nH]1)Nc1ccc2c(c1)OCCO2	0	/	/	-8	-4	13	24
Cc1ccc(C(=O)N2CCCC2)cc1Br	1	/	/	-4	-1	19	-6
Cc1ccc(C(=O)NC(C)C(c2cccs2)N2CCOCC2)cc1C (stereo not drawn)	4	/	-1	/	0	15	-3
Cc1cc(NC(=O)c2cccs2)ccc1NC(=O)Cc1ccccc1	/	-1	0	1	/	/	/
COCCCNc1nc2ccccc2[nH]c1=O	/	1	-4	13	/	/	/
CC1CCN(c2c(NCC3CCC(C(=O)NCCC4=CCCCC4)CC3)c(=O)c2=O)CC1 (stereo not drawn)	/	-1	-1	1	/	/	/
COc1cc(OC)c(S(=O)(=O)Nc2ccc(C(=O)O)cc2)cc1S(=O)(=O)Nc1ccc(C(=O)O)cc1	-7	-1	-1	2	-2	16	3
CCNC(=S)NNC(=O)c1csc(CC)c1	-4	/	/	36	1	2	15

# esBAF inh, entries above that show a hit
structure	miR-122 sensor	SIRT5 block	ERp5 block	ARNT-TACC3 inh	esBAF inh
Cc1cccc(NC(=O)Cn2nnc3ccccc32)c1	-2	2	-5	-3	63*
CC(C)(C)C(=O)/C=C(N)/C=C/c1ccccc1	19	/	/	0	57*
